RGS4 inhibitor – human RGS4 inhibition; Transcreener GDP fluorescence polarization, RGS4-accelerated GTP hydrolysis; Potency, µM (top dose mostly 114 µM), for inactives: at the highest dose activity change, negative = inhibition, hits mostly inhibitors; 390,000 compounds, 0.039% hits; AID 504845; also: % is scaled to controls: 0 for no effect and ±100 for the full control effect; nearly all actives have a fitted effect of over 75% in size; some results filed as inactive show a strong effect at the top dose
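MLSMR compounds (23 nl, pin-transferred) preincubated 10 min at room temperature with a 500nM (2x) first reagent, then RGS4 at 900nM (2x) plus Transcreener GDP mix added; fluorescence polarization (620/688 nm) read before and after 90 min at 30 °C.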
USP1 inh – USP1/UAF1 (human) deubiquitinase inhibition; O94782; recombinant USP1/UAF1, Ub-Rhodamine cleavage fluorescence; Potency, µM (doses to about 57.1 µM), without a hit: top-dose activity change, negative = inhibition, hits mostly inhibitors; 390,000 compounds, 0.23% hits; also: % is scaled to controls: 0 for no effect and ±100 for the full control effect; nearly all actives have a fitted effect of over 60% in size; inactives centre near -12
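USP1/UAF1 complex (1 nM) preincubated 15 min at room temperature with compound, then Ub-Rho substrate (150 nM final) added. Kinetic fluorescence at 480/540 nm over 6 reads at 60 s intervals; 50 mM HEPES pH 7.8, 0.5 mM EDTA, 0.1 mg/ml BSA, 1 mM TCEP, 0.01% Tween-20.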
ALOX12 inh – blocks human arachidonate 12S-lipoxygenase | purified 12hLO, xylenol orange hydroperoxide absorbance | Potency, µM (doses to about 108 µM), for inactives: at the top dose activity change, negative = inhibition, actives largely listed as inhibitors | 580,000 compounds, 1.1% hits; also: % is scaled to controls: 0 for no effect and ±100 for the full control effect
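Purified human 12hLO (150 nM final) in 25 mM Hepes, 0.01% Triton X-100, pH 7.0 was preincubated 15 min at room temperature with compound. Then 40 uM arachidonic acid was added, 30 min. Hydroperoxide was read by Fe-XO absorbance ratio 573/405 nm.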
Vif-APOBEC3G blk – blocks the Vif interaction with human APOBEC3G; HeLa A3G-eYFP + Vif (tagged APOBEC3G with the HIV-1 protein that degrades it), YFP fluorescence, overnight; Potency, µM (highest dose often 46.1 µM), inactives show top-dose activity, negative = active, actives largely listed as inhibitors; 410,000 compounds, 0.076% hits;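 also: % is scaled to controls: 0 for no effect and ±100 for the full control effect; nearly all actives have a fitted effect of over 60% in size; hits raise eYFP signal because A3G escapes Vif-driven loss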
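Read-out is eYFP fluorescence (Ex 488/Em 500-530) from Vif-expressing HeLa A3G-eYFP cells; more signal means A3G escaped Vif-mediated degradation. Cells plated overnight, compound pinned in, incubated overnight at 37 deg C.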
rTrxR1 inhibitor – rat TrxR1 inhibition; O89049; recombinant rTrxR1, NADPH fluorescence consumption, selenite substrate; Potency, µM (series often up to 114 µM), without a hit: at the highest dose activity change, negative = inhibition, usual class: inhibitors; 390,000 compounds, 1% hits; AID 588453; also: % is scaled to controls: 0 for no effect and ±100 for the full control effect; nearly all actives have a fitted effect of over 65% in size
Target sequence (O89049 whole entry, looked up): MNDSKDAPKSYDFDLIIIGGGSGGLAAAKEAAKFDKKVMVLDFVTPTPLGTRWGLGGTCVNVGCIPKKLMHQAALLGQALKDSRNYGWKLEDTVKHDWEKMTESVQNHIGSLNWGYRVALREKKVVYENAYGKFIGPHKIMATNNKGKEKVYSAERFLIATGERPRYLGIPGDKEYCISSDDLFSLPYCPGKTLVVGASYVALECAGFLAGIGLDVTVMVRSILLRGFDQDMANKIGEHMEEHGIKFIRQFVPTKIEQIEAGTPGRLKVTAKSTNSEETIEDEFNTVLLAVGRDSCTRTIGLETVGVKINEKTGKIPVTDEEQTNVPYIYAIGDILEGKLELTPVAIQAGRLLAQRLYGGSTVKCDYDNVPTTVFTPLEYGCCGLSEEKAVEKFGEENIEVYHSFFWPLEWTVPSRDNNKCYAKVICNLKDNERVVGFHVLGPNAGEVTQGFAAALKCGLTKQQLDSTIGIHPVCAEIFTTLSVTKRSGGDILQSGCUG
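Rat TrxR1 (90 nM in the dispensed reagent) was pre-reduced with 400 uM NADPH for 5 min at room temperature, then incubated with compound for 15 min. After 400 uM selenite was added, NADPH fluorescence (Ex 340/Em 450 nm) was followed for 8 min.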
RXFP1 agonist – agonists of human relaxin receptor RXFP1. HEK293T-RXFP1 cAMP TR-FRET, 30 min; response scale: percent of porcine relaxin response, buffer zero. Q9HBX9. Potency, µM (doses to about 57.5 µM), without a hit: at the highest dose activation, hits mostly activators. 370,000 compounds, 0.3% hits; also: % is scaled to controls: 0 for no effect and ±100 for the full control effect; nearly all actives have a fitted effect of over 60% in size; many of its hits are not listed in these tables
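HEK293T cells stably expressing RXFP1 were pretreated with the PDE4 inhibitor Ro 20174, exposed to compounds for 30 min at 37C, lysed, and cAMP was read by TR-FRET. Data normalized to buffer (basal) and 29 nM porcine relaxin (100%).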
Vif-A3F inh – Vif-A3F binding inhibition | HeLa A3F-eYFP + Vif (tagged APOBEC3F with the HIV-1 protein that degrades it), YFP fluorescence increase | Potency, µM (doses to about 46.1 µM), inactives show at the highest dose activity, negative = active | 390,000 compounds, 0.2% hits | AID 602313; also: % of control where 0% means no effect; nearly all actives have a fitted effect of over 65% in size
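Fluorescence increase (Ex 488/Em 500-530) after overnight compound treatment at 37 deg C flags inhibition of Vif-driven A3F-eYFP loss in stable HeLa A3F-eYFP/Vif cells seeded overnight beforehand.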
TrxR1 substrate – is turned over as a substrate by rat TrxR1; AID 588456; Potency, µM (top dose mostly 114 µM), inactives show at the highest dose activity change, negative = substrate turnover; 390,000 compounds, 0.01% hits; purified TrxR1 substrate turnover, NADPH consumption readout; also: % is scaled to controls: 0 for no effect and ±100 for the full control effect; nearly all actives have a fitted effect of over 50% in size
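Rat TrxR1, dispensed at 90 nM, was prereduced with 400 uM NADPH (final) for 5 min at ~22 deg C, then incubated with compound 15 min before 400 uM selenite. A first-read NADPH fluorescence drop versus no-compound background flagged substrates.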
mIDH1 inhibitor – inhibitors of human mutant IDH1 R132H. Potency, µM (highest dose often 76.6 µM), for inactives: at the highest dose activity change, negative = inhibition, usual class: inhibitors. O75874. AID 602179. IDH1-R132H enzyme, NADPH consumption, diaphorase/resazurin fluorescence. 390,000 compounds, 0.093% hits; also: % is scaled to controls: 0 for no effect and ±100 for the full control effect; nearly all actives have a fitted effect of over 65% in size
Target sequence (O75874 whole entry R132H, stated change not applied): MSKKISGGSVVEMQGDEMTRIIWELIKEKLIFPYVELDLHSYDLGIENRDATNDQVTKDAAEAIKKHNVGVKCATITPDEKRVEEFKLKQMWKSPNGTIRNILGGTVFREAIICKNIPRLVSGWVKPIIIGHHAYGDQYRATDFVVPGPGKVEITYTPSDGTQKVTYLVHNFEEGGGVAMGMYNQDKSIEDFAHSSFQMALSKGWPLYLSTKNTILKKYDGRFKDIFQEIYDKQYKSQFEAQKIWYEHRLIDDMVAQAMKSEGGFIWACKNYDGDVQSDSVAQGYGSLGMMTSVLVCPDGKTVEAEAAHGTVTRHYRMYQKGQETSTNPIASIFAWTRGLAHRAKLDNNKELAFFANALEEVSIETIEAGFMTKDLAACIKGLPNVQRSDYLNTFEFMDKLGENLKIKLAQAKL
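IDH1-R132H (0.5 ug/mL) preincubated 30 min with compound, then NADPH (0.016 mM) and alpha-KG (2 mM) added; 80 min at RT, pH 7.5. Remaining NADPH coupled via diaphorase/resazurin to fluorescence (540/590 nm); concentration-response curves normalized to no-enzyme control.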
Starred values were filed as active, the others as inactive; u = inconclusive; x = no result given; [ ] = another dose, or the depositor's remark. Calls follow the shape of the dose curve; as a rule, active = well fitted curve in the direction sought with a large enough effect; inconclusive = small, poorly fitted or top-dose-only effect, or another doubt; inactive = no such curve, though single readings can be large; an effect the other way counts as inactive or inconclusive. Potency is read from the fitted curve at half-maximal effect. Some of the compounds tested. The share of hits here may be higher or lower than overall.

Compound,RGS4 inhibitor,USP1 inh,ALOX12 inh,Vif-APOBEC3G blk,rTrxR1 inhibitor,RXFP1 agonist,Vif-A3F inh,TrxR1 substrate,mIDH1 inhibitor
CCOc1ccccc1N1CCN(C(=S)NCc2ccccc2)CC1,-1%,-14%,12%,2%,-4%[57.1 µM],-2.2%,12%,-5%[57.1 µM],-10%
O=C1c2cccc3cccc(c23)C(=O)N1CC1CCN(CC(O)COc2ccc3ccccc3c2)CC1 (stereo not drawn),-18%[56.9 µM],-18%,u,-20%,29%[57.1 µM],0.5%,5%,5%[57.1 µM],-2%
O=C(Nc1ccc(N2CCOCC2)cc1)c1cccc(S(=O)(=O)N2CCCCCC2)c1,6%,-5%,2%,5%,13%,-0.8%,8%,3%,-2%
Cc1ccc(S(=O)(=O)Nc2c(NC3CCCCC3)c3ccccc3oc2=O)c(C)c1,12%[56.9 µM],-16%,x,1%,32%,5.0%,1%,-1%,-7%
COc1ccc(/C=C/C(=O)N2CC(C)OC(C)C2)cc1OC (stereo not drawn),18%,6%,u,0%,17%,-1.1%,-7%,4%,-6%
CN(C)c1ccc(-c2nnn(CC(=O)Nc3ccc4c(c3)OCCO4)n2)cc1,12%,-22%,10%,3%,13%,19%,-7%,10%,-2%
Cc1cc(-n2nc(C)cc2C)n2nc(C)c(-c3ccccc3)c2n1,14%,-3%,25%,-1%,5%[57.1 µM],2.2%,-8%,6%[57.1 µM],0%
O=C(O)c1n[nH]c2ccccc12,11%,-20%,u,2%,10%[57.1 µM],2.0%,-11%,-7%[57.1 µM],1%
O=C(/C=C/c1c(F)cccc1Cl)NCCCN1CCOCC1,-11%,-17%,0%,0%,-14%,-3.1%,0%,-7%,0%
CNc1nc(N)c([N+](=O)[O-])c(N2CCCCCC2)n1,24%,-13%,20%,-1%,9%,3.6%,-7%,-5%,-8%
Cc1ccc(C(=O)C(C)OC(=O)c2cc(=O)[nH]c3ccccc23)cc1 (stereo not drawn),-4%,-10%,u,-4%,1%,2.4%,-7%,-3%[57.1 µM],9%
COc1ccc(N(C)C(=O)C2CCCN2S(=O)(=O)c2cccc3nsnc23)cc1 (stereo not drawn),10%[56.9 µM],-14%,-16%,0%,-2%,-0.6%,-13%,-12%,13%
Cc1ccc2c(n1)CC(C)(C)CC2=O,5%,-18%,-25%,1%,11%[57.1 µM],1.7%,-1%,9%[57.1 µM],2%
O=C1C2C(C(=O)N1c1ccc3c(c1)OCO3)C1C=CC2C12CC2 (stereo not drawn),15%,u,17%,0%,7%,0.1%,0%,9%,5%
COc1cccc(C2CC(C(F)(F)F)n3nc(C(=O)NCc4cccnc4)cc3N2)c1 (stereo not drawn),-4%,0%,5%,0%,14%,2.7%,-4%,-7%,0%
COc1ccccc1OCCCn1c(=O)oc2ccccc21,6%,-21%,0%,-5%,14%[57.1 µM],-1.8%,2%,7%[57.1 µM],5%
COc1ccc(-n2c(-c3cccc(C)c3[N+](=O)[O-])n[nH]c2=S)cc1,-3%[56.9 µM],-6%,13%,-9%,-15%,3.6%,-7%,3%,2%
CN/N=C(\Cc1nc2ccccc2[nH]1)c1ccc([N+](=O)[O-])cc1,-44%,-22%,u,-6%,11%,5.1%,-9%,-1%,12%
COc1ccc(NC(=O)N(C)C[C@H]2Oc3ccc(NC(=O)Cn4cnnn4)cc3C(=O)N([C@H](C)CO)C[C@@H]2C)cc1,11%,-15%,-9%,3%,-15%,x,-3%,-5%,21%
CC(=O)c1ccc(Sc2ccccc2)cc1,-6%,-17%,-18%,1%,16%[0.457 µM],3.6%,5%,-6%,2%
COc1ccccc1NC(=O)C1C2C=CC3(CN(Cc4cccnc4)C(=O)C13)O2 (stereo not drawn),-12%,-7%,19%,2%,1%[57.1 µM],-0.4%,7%,-3%[57.1 µM],8%
COc1ccccc1Nc1nc(NCC(C)C)nc(N)c1[N+](=O)[O-],-33%,-7%,88%[activator],0%,37%[activator][57.1 µM],0.6%,1%,-12%[57.1 µM],-14%
CCC(C)[C@H](NC(=O)OC(C)(C)C)C(=O)N/N=C/c1ccc2nccnc2c1 (stereo partly drawn),18%,-13%,1%,3%,18%[57.1 µM],4.3%,-7%,3%[57.1 µM],2%
C=CCc1cccc2cc(C(=O)N3CCN(C(=O)c4ccco4)CC3)c(=O)oc12,20%,-23%,-27%,-10%,7%[2.29 µM],0.0%,-1%,5%[2.29 µM],2%
Cn1nccc1NC(=O)CSCC(=O)O,-7%,u,0%,-4%,18%,1.5%,5%,5%[57.1 µM],3%
COc1ccccc1N(C)S(=O)(=O)c1ccc(Cl)c(C(=O)NCc2ccco2)c1,11%,-7%,-13%,0%,5%[57.1 µM],x,-3%,5%[57.1 µM],8%
Cc1cc(NC(=O)CCC(=O)N(C(C(=O)NC(C)(C)C)c2ccccc2Cl)C(C)(C)C)no1 (stereo not drawn),-15%,-7%,u,-5%,15%[57.1 µM],0.3%,-1%,5%,3%
CCS(=O)(=O)NCCc1csc(-c2ccc(OC)c(OC)c2)n1,13%,-21%,12%,0%,4%,0.0%,8%,90%[activator],16%
COc1ccc(S(=O)(=O)Nc2ccc3c(c2)C(=O)N([C@H](C)CO)C[C@H](C)[C@@H](CN(C)C(=O)Nc2ccc(F)cc2)OCCCC[C@H](C)O3)cc1,x,-28%,-12%,-10%,x,x,-3%,x,-1%
CCCn1c(C(C)Nc2nc(-c3ccc(C)cc3)cs2)nc2cc(Cl)c(Cl)cc21 (stereo not drawn),-14%,-30%,1%,-4%,45%[activator],-1.0%,-8%,7%,-5%
CCC(=O)Nc1ccc(N2CCN(C(=O)c3ccco3)CC2)c(Cl)c1,-5%,-17%,u,0%,-2%,0.0%,-4%,6%,5%
CC(=O)c1ccc(N2CCN(C(=O)CCn3cnc4onc(-c5ccc(F)cc5)c4c3=O)CC2)cc1,1%,-20%,-3%,2%,23%,u,4%,9%,-10%
O=C(CC(SCCO)c1ccc2c(c1)OCO2)c1cccs1 (stereo not drawn),-12%,-22%,-10%,-21%,26%,1.3%,-1%,11%,4%
COc1ccc(C2Nc3ccccc3C(=O)N2NS(=O)(=O)c2ccccc2)cc1OC (stereo not drawn),-11%,-10%,-22%,1%,6%,4.0%,3%,21%,-1%
COc1cc(/C=N/NC(=O)Cn2cnc3c2c(=O)n(C)c(=O)n3C)ccc1O,15%[11.4 µM],-7%,0%,1%,28%,16µM*,-16%,3%,-3%
COC(=O)CNC(=O)CSc1nc(N)cc(=O)[nH]1,-24%,-19%,-2%,3%,13%,-0.8%,-5%,4%,-5%
COc1cc(C(=O)Nc2ccc(-n3cnnn3)c(C)c2)cc(OC)c1OC,0%,-12%,11%,1%,13%,3.1%,-8%,1%,5%
COc1ccc(C2C=C(c3ccccc3)Nc3nc(NC(=O)/C=C/c4ccccc4)nn32)cc1 (stereo not drawn),-4%,-10%,4%,-10%,12%,1.2%,-10%,-2%,-16%
COc1ccc(Cc2c(O)nc(SCC(=O)NC(C)(C)C)[nH]c2=O)cc1,-28%,-13%,-1%,1%,9%[57.1 µM],-2.2%,-4%,-2%[57.1 µM],3%
CCOC(=O)/C(C#N)=C\c1ccc(N2CCN(C)CC2)cc1,-13%,-1%,-1%,1%,3%,0.0%,-10%,-2%,2%

Taken from above:
Result for O=C(CC(SCCO)c1ccc2c(c1)OCO2)c1cccs1 (stereo not drawn) under RGS4 inhibitor: -12%
Result for CNc1nc(N)c([N+](=O)[O-])c(N2CCCCCC2)n1 under rTrxR1 inhibitor: 9%
Result for CC(=O)c1ccc(N2CCN(C(=O)CCn3cnc4onc(-c5ccc(F)cc5)c4c3=O)CC2)cc1 under TrxR1 substrate: 9%
Result for CCCn1c(C(C)Nc2nc(-c3ccc(C)cc3)cs2)nc2cc(Cl)c(Cl)cc21 (stereo not drawn) under Vif-A3F inh: -8%
Result for O=C(/C=C/c1c(F)cccc1Cl)NCCCN1CCOCC1 under TrxR1 substrate: -7%

2 entries drawn at random from the list so far, as already listed:
Compound,RGS4 inhibitor,USP1 inh,ALOX12 inh,Vif-APOBEC3G blk,rTrxR1 inhibitor,RXFP1 agonist,Vif-A3F inh,TrxR1 substrate,mIDH1 inhibitor
CCOC(=O)/C(C#N)=C\c1ccc(N2CCN(C)CC2)cc1,-13%,-1%,-1%,1%,3%,0.0%,-10%,-2%,2%
COc1ccc(Cc2c(O)nc(SCC(=O)NC(C)(C)C)[nH]c2=O)cc1,-28%,-13%,-1%,1%,9%[57.1 µM],-2.2%,-4%,-2%[57.1 µM],3%

Screening data as filed in PubChem.
